High-throughput results (PubChem BioAssay)
cardiac RTF act – cardiac RTF calcium sensitivity activators, primary screen, biochemical, IANBD-TnC fluorescence, EC20 calcium. Troponin I, cardiac muscle (Homo sapiens) + Troponin T, cardiac muscle (Homo sapiens) + …. IANBD-labeled TnC RTF fluorescence at EC20 calcium; 0% EC20 calcium, 100% full calcium. activation, % at 7.2 µM. 340,000 tested, 0.24% active;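 active = activation above the mean over all tested compounds plus 3 SD, cut at about 30% in these data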;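 note: rise in fluorescence read as greater calcium sensitivity of cardiac thin filaments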
CAL PDZ FP – untagged CAL PDZ binding inhibitors, primary screen, biochemical, fluorescence polarization, HTS; Golgi-associated PDZ and coiled-coil motif-containing protein (Homo sapiens), Q9HD26; purified CAL PDZ, TMR-peptide fluorescence polarization, 1 h; inhibition, % at 24.9 µM; 300,000 tested, 0.92% active; AID 602252, 2012;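 active = mean inhibition of at least 30% with at least half of replicates also reaching 30%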;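 note: 0% = DMSO neutral control and 100% = excess unlabeled competitor peptide PRC23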
Keap1-Nrf2 PPI – Keap1-Nrf2 protein-protein interaction inhibitors, primary screen, biochemical, fluorescence polarization, single point; inhibition, % at 9.4 µM; Kelch-like ECH-associated protein 1 (Homo sapiens), Q14145; Keap1 Kelch-Nrf2 peptide fluorescence polarization, 1536-well; 340,000 tested, 0.15% active; AID 504523, 2011; in the data active = inhibition above about 12%;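 note: human Keap1 Kelch domain with fluorescein labeled Nrf2 9mer peptide probe; 0% = neutral control wells and 100% = peptide positive control; higher means more block of Keap1 binding to Nrf2 peptide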
Target sequence (Q14145 whole entry, looked up, the tested form may be a part): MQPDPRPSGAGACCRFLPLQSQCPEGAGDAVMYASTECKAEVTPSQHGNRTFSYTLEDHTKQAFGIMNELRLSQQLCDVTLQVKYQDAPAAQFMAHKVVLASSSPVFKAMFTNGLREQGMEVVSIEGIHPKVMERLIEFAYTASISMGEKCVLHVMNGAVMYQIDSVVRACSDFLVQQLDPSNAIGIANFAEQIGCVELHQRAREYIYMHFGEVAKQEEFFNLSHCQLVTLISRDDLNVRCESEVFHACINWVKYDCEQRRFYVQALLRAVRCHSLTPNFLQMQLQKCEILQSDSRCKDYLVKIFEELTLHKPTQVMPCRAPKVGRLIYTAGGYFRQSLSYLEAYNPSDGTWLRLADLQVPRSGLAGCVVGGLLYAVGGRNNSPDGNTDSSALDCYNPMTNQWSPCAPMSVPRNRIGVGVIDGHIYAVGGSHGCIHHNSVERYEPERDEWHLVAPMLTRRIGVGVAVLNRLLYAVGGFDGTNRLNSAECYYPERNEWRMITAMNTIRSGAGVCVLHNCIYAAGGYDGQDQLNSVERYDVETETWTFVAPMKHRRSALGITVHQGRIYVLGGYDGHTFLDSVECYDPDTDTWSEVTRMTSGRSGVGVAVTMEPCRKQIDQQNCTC
V-ATPase pHluor – regulators of yeast V-ATPase proton pumping, primary screen, pHLuorin cytosolic pH fluorescence; S. cerevisiae; response, % at 10 µM; 350,000 tested, 0.37% active; in the data active = response mostly above about 7.3%, no sharp cut-off; inactive = mostly below about 5.4%; note: actives read high; inactives centre near 0; some compounds called inactive have numbers as strong as hits; reference of the scale not given here
Cardiac RTF inh – cardiac RTF calcium sensitivity inhibitors, primary screen, biochemical, IANBD-TnC fluorescence, EC70 calcium; AID 493244, 2011; IANBD-labeled cardiac RTF, Ca2+ fluorescence; 340,000 tested, 0.12% active; Troponin I, cardiac muscle (Homo sapiens) + Troponin T, cardiac muscle (Homo sapiens) + …; inhibition, % at 7.15 µM;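 active = inhibition above the mean inhibition of all tested compounds plus 3 SD, cut at about 17% in these data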;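 note: assay run at fixed EC70 calcium of 1.6 mM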
LANA DNA inh – inhibitors of KSHV C-LANA binding to DNA, primary screen, biochemical, fluorescence polarization, FAM-LBS DNA, MBP-C-LANA, single point | 340,000 tested, 0.078% active | inhibition, % at 9 µM | Kaposi's sarcoma herpesvirus LANA C-terminal domain (residues 932-1162) DNA binding;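 active = highest replicate inhibition at or above 60% at 9 µM, even if other replicates fall short; inactive = all replicates below 60% inhibition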;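 note: 0% = neutral control wells and 100% = 4 µM acridine orange control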
OPRM1-OPRD1 inv – inverse agonists of MOR-DOR heterodimerization, primary screen, cell-based, luminescence | Mu-type opioid receptor (Homo sapiens) + Delta-type opioid receptor (Homo sapiens), … | cell-based MOR-DOR heterodimer luminescence, inverse agonism | inhibition, % at 9.3 µM | 340,000 tested, 0.21% active | AID 504357, 2011; in the data active = inhibition above about 22%, passing the limit was not always enough;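 note: 0% = cells with DMSO and 100% = wells without cells with DMSO; values of inactives mirror those of a sister screen read the other way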
MOR-DOR ag – agonists of OPRM1-OPRD1 heterodimerization, primary screen, cell-based, luminescence | 340,000 tested, 0.3% active | activation, % at 9.3 µM | cells | AID 504326, 2011; in the data active = activation above about 18%;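 note: 0% = vehicle-treated cells and 100% = reference agonist; values of inactives mirror those of a sister screen read the other way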
HTR5A ag – HTR5A agonists in luminescence cell assay, primary screen, counter-screen for OPRM1-OPRD1 heterodimer agonist project, full-deck HTS; 5-hydroxytryptamine receptor 5A (Homo sapiens), P47898; cell-based; activation, % at 9.3 µM; 340,000 tested, 0.61% active; in the data active = activation mostly above about 9.5%, no sharp cut-off; inactive = mostly below about 7.6%;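 note: 0% = cells with vehicle only and 100% = reference agonist; strong numbers were not always called active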
Target sequence (P47898 whole entry, looked up): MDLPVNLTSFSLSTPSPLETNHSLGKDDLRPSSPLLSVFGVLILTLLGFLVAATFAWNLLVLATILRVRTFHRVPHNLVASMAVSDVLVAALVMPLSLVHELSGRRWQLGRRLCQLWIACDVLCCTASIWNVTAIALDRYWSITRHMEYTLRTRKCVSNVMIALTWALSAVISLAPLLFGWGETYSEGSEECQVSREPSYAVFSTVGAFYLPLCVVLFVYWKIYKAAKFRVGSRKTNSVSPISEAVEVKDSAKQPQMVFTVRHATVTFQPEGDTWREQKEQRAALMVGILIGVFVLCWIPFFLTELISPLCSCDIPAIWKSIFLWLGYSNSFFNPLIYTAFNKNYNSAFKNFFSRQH
HTR5A inv ag – HTR5A inverse agonists in luminescence cell assay, primary screen, counter-screen for OPRM1-OPRD1 heterodimer inverse agonist project, full-deck HTS | HTR5A cell line, inverse agonism | 340,000 tested, 0.083% active | inhibition, % at 9.3 µM | 5-hydroxytryptamine receptor 5A (Homo sapiens), P47898; in the data active = inhibition mostly above about 23%, no sharp cut-off; inactive = mostly below about 18%;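 note: 0% = cells with DMSO and 100% = no-cell wells with DMSO; some compounds called inactive have numbers as strong as hits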
The depositor's hits bear a star; . = no result given; & = joins results of further samples. Compounds were not picked by outcome; any-hit rate near 2.8%.

SMILES	cardiac RTF act	CAL PDZ FP	Keap1-Nrf2 PPI	V-ATPase pHluor	Cardiac RTF inh	LANA DNA inh	OPRM1-OPRD1 inv	MOR-DOR ag	HTR5A ag	HTR5A inv ag
CC(C)[C@H](NC(=O)C1CC(=O)N(c2ccc3c(c2)OCCO3)C1)C(=O)NC1CCCC1 (stereo partly drawn)	7.6	1.4	-2.4	3.5	-4.8	-1.2	7.4	-1.5	0.5	-6.5
NC1=NC(c2ccc(Br)cc2)n2c(nc3ccccc32)N1 (stereo not drawn)	6.2&3.4	-0.7&-3.8	-3.0&0.6	-2.4&-2.0	-2.1&0.8	-1.3&0.2	16.5&6.1	-3.2&-1.1	0.4&7.0	-1.7&10.2
OCCC1CN(CC2CCCCC2)CCN1C1CCCC1 (stereo not drawn)	-3.1	-2.6	-4.2	2.2	3.9	0.7	1.4	-0.3	-0.9	3.4
CC(/C=C/c1ccccc1)=N\NC(=O)Cn1cncn1	-6.9	.	1.1	2.1	0.3	2.3	18.7	-3.7	-0.1	2.3
O=C(c1ccco1)N1N=C(c2ccc(Cl)cc2)CC1(O)C(F)(F)F (stereo not drawn)	-1.0	-0.1	-5.2	-2.6	-4.1	0.2	-7.2	1.4	0.3	-0.8
O=C(CCC(=O)c1ccc(Cl)cc1)OCc1nc2ccsc2c(=O)[nH]1	-4.4	-1.6	0.4	-0.7	-24.2	-0.5	0.8	-0.1	3.1	-9.2
O=c1c([N+](=O)[O-])c(NC2CCCCC2)c2ccccc2n1-c1ccccc1	11.8	-1.2	-3.5	-0.4	-2.1	1.4	5.2	-0.9	1.3	-21.9
COc1ccc(C(=O)Nc2ccc(S(=O)(=O)N3CCCCC3)cc2)cc1	-4.5	-7.7	-3.1	2.9	-9.8	-1.0	1.9	-0.3	0.6	-1.7
CCCCc1nc2n[nH]c(N)c2c2c1CCC2	1.6	-0.6	-5.9	3.2	0.1	-0.8	2.2	-0.4	0.5	-1.3
CCc1nnc(NC(=O)c2ccc(NC(=O)C(C)C)cc2)s1	0.9	-5.7	0.3	-0.6	-3.1	-0.4	7.6	-1.5	6.7	-19.2
COc1cccc(NC(=O)CN(C)C(C)C(=O)NC(=O)NC2CCCCC2)c1 (stereo not drawn)	-1.6	-10.1	-1.0	1.9	3.3	-0.6	0.3	-0.1	1.7	-4.1
CCCSc1nc2c(c(=O)n(C)c(=O)n2C)n1C	2.0	0.1	-4.8	-1.7	2.5	1.5	21.5	-4.2	6.1	-22.3
CSc1ncccc1C(=O)OCC(=O)NC1CCCCC1	1.8	-3.4	-3.9	-0.6	-8.3	-0.1	11.2	-2.8	-0.3	-0.6
CCN=C(NS(=O)(=O)c1ccc(Br)cc1)c1ccc(Cl)cc1	2.0	.	-5.3	-0.5	-17.7	-0.1	3.0	-0.6	-4.8	4.4
COCc1c(C(=O)Nc2nc(C)cs2)oc2ccccc12	1.2	7.0	-0.5	0.4	-1.8	-1.0	-1.5	0.3	5.1	-14.1
CN(C(=O)COC(=O)/C=C/c1ccc(C(F)(F)F)cc1)c1c(N)n(Cc2ccccc2)c(=O)[nH]c1=O	-10.2	-2.1	-7.9	-3.9	-14.5	-1.9	4.5	-0.7	1.4	-9.2
COc1ccc(OC)c(C2C(C(C)=O)=C(O)C(=O)N2c2ccc(F)cc2)c1 (stereo not drawn)	2.3	-2.4	-4.0	2.6	-9.5	-0.6	-12.4	2.3	5.1	-13.7
CCCOC(=O)/C=C/c1c(C)[nH]c(=O)[nH]c1=O	5.2	3.9	1.1	1.0	-6.7	0.4	5.0	-0.9	7.4	-25.6
CC(C)N(C(=O)[C@H]1C[C@H](CC(=O)NCCN2CCOCC2)C(=O)N2CCc3c([nH]c4cc(CCC(=O)N(C)C)ccc34)[C@]12C)C(C)C	0.0	-4.5	-2.2	-1.5	-2.5	-2.4	16.8	-3.4	-1.7	6.2
NC(=O)C1CCN(C(=O)N2c3ccccc3Sc3ccccc32)CC1	6.2	-2.9	-0.9	4.9	4.5	0.9	-8.8	1.4	8.7	-22.9
CC1(C)OC2OC(C(=O)N/N=C/c3ccccc3F)C3OC(C)(C)OC3C2O1 (stereo not drawn)	-1.5	-1.0	-4.8	-7.5	-14.4	-0.2	-3.8	0.5	-2.2	6.0
Cc1ccc(C(=O)N/C(=C/c2ccco2)C(=O)NCC2CCCO2)cc1 (stereo not drawn)	-4.3	-4.3	-7.5	-3.0	-0.7	-2.0	19.3	-3.5	-4.7	10.1
O=C(N/N=C/c1ccccc1Cl)c1cccc(F)c1	1.0	.	-4.2	-5.8	-1.3	-1.2	-4.4	0.8	3.1	7.9
C=CCSc1nnc(NC(=O)CSCc2c(C)noc2C)s1	5.1	0.2	-0.1	0.0	-6.2	-3.0	-4.9	1.0	-4.7	18.3
CCCOc1ccc(N2CC(C(=O)Nc3ncccc3C)CC2=O)cc1 (stereo not drawn)	9.6	-2.3	-3.1	2.6	-3.8	0.4	-0.6	0.1	0.2	1.4
CCOc1ccc(CCNC(=O)COC(=O)COc2ccc(Cl)cc2)cc1OCC	-9.7	-0.6	-1.4	-0.3	-4.7	1.2	-11.3	1.7	6.1	-15.9
Cn1c(SCC(=O)Nc2cccc(S(=O)(=O)NC3=NCCCCC3)c2)nnc1-c1ccncc1	-3.3	-1.6	-6.1	-2.3	-5.3	3.4	18.0	-3.9	-3.6	9.9
C[C@]12c3[nH]c4cc(-c5ccco5)ccc4c3CCN1C(=O)[C@@H](CC(=O)NCCc1ccccn1)C[C@@H]2C(=O)N1CCCCC1	-2.5	-1.8	-5.8	0.3	-2.4	1.2	13.4	-2.6	-2.1	7.4
CC(=O)Nc1nc(C)nc(C)c1C(C)=O	5.3	-3.2	-1.8	4.4	-3.5	-2.5	-3.2	0.7	0.2	-0.3
CCn1nc(C)cc1C(=O)NC1CC(C)(C)Cc2c1cnn2-c1cccc(F)c1 (stereo not drawn)	-3.1	-0.1	4.6	3.2	-2.4	6.2	10.1	-1.8	0.6	-2.3
CC(C)CN(C(=O)COC(=O)C12CC3CC(CC(C3)C1)C2)c1c(N)n(Cc2ccccc2)c(=O)[nH]c1=O	-5.8	-7.6	2.7	2.4	0.6	-0.4	5.2	-0.8	4.8	-14.4
CCN1C(=O)c2ccccc2S(=O)(=O)c2ccc(C(=O)NCC(OC)OC)cc21	-4.7	3.9	-1.4	0.4	-1.2	0.3	4.3	-0.9	-1.3	4.5
COC(=O)c1cc(=O)[nH]c(SCc2cccc(C)c2)n1	-0.9	.	2.2	-4.7	-1.1	-1.2	0.3	-0.1	-0.1	0.4
Cc1ccc(C)c(NC(=O)CCN2C(=O)[C@@H]3Cc4ccccc4CN3C2=O)c1	-0.8	-1.3	-3.3	3.9	10.6	-1.2	4.4	-0.8	7.7	7.3
CC(=O)N1CCC2(CC1)C/C(=N\NC(=S)Nc1ccc(C)cc1)c1cc(O)ccc1O2	-0.6	.	-1.4	-17.1	2.0	1.2	19.1	-3.8	-1.6	7.7
COC(=O)CC(CP(=O)(O)CN(C)C=O)C(=O)OC (stereo not drawn)	3.7	-2.7	1.0	5.7	1.2	-0.3	14.6	-2.9	0.8	1.2
CN(C(=O)COC(=O)c1cccs1)c1c(N)n(Cc2ccccc2)c(=O)[nH]c1=O	-0.2	.	-4.0	0.4	0.5	-2.3	13.1	-2.5	3.2	-8.6
CCOc1cc2[nH]c(=O)n(CC3CCC(C(=O)NCCC(C)C)CC3)c(=O)c2cc1OCC (stereo not drawn)	-0.3	4.4	0.3	-3.4	3.8	1.8	19.4	-3.7	3.9	-12.4
CN(C)CCNC(=O)COc1ccc(Cl)cc1Cl	-0.9	-3.2	-5.1	2.1	16.3	4.2	-0.4	0.1	2.6	15.8
COc1ccccc1CNC(=O)COC(=O)CC1CC2CCC1C2 (stereo not drawn)	-3.5	80.3*	-2.8	1.3	-9.4	-1.0	0.1	0.0	0.3	-0.7
O=C(N/N=C\c1cc2c(cc1Cl)OCO2)c1ccc(Br)s1	-5.3	-2.4	-3.8	-0.7	-2.0	0.1	9.8	-1.9	4.4	-5.7
NC(N)=N/N=C/c1ccc(OCc2ccccc2Cl)cc1	-8.5	1.2	-6.4	6.4	-1.4	-2.6	-123.9	22.0*	5.3	-10.4
CCCCCCCCCC(=O)N1CCN(c2cc3c(cc2F)c(=O)c(C(=O)O)cn3CC)CC1	-6.2	-0.1	-5.3	5.8	1.4	-2.7	13.6	-2.7	3.2	-12.2
COc1ccc(C2C(C(=O)Nc3ccccc3)=C(C)N=C3SCC(=O)N32)cc1 (stereo not drawn)	7.0	-3.4	-3.6	1.8	1.3	0.2	4.0	-0.7	-1.8	6.4
COc1cccc(CC(NC(C)=O)C(=O)NC2CCN(S(=O)(=O)c3ccc(C)cc3)CC2)c1OC (stereo not drawn)	-1.5	0.7	-1.7	-1.1	0.9	14.9	13.1	-2.3	1.6	-4.2
C=CCOc1c(Br)cc(/C=N/NC(N)=O)cc1OC	-8.9	-6.8	-3.5	-0.8	3.5	-1.4	11.7	-2.2	-2.7	6.5
COc1ccc(NS(=O)(=O)c2cccc(C(=O)NCc3ccco3)c2)cc1	-5.8	-1.9	0.0	-1.6	-3.1	-0.5	-5.0	0.8	-8.8	19.7
COc1ccc(NC(=O)CC2C(=O)NCCN2C(=O)Nc2ccc(C(F)(F)F)cc2)cc1 (stereo not drawn)	-0.2	-4.5	-3.1	2.8	0.4	0.0	9.8	-1.8	8.0	9.9
C/C(=C1/SC(N2CC(C)OC(C)C2)=NC1=O)c1ccccc1 (stereo not drawn)	5.1	.	-2.7	-0.8	-8.2	-0.1	7.6	-1.7	3.0	6.1

An excerpt from above in order of molecular weight, highest first:
SMILES	cardiac RTF act	CAL PDZ FP	Keap1-Nrf2 PPI	V-ATPase pHluor	Cardiac RTF inh	LANA DNA inh	OPRM1-OPRD1 inv	MOR-DOR ag	HTR5A ag	HTR5A inv ag
C[C@]12c3[nH]c4cc(-c5ccco5)ccc4c3CCN1C(=O)[C@@H](CC(=O)NCCc1ccccn1)C[C@@H]2C(=O)N1CCCCC1	-2.5	-1.8	-5.8	0.3	-2.4	1.2	13.4	-2.6	-2.1	7.4
COc1ccc(C(=O)Nc2ccc(S(=O)(=O)N3CCCCC3)cc2)cc1	-4.5	-7.7	-3.1	2.9	-9.8	-1.0	1.9	-0.3	0.6	-1.7
O=C(c1ccco1)N1N=C(c2ccc(Cl)cc2)CC1(O)C(F)(F)F (stereo not drawn)	-1.0	-0.1	-5.2	-2.6	-4.1	0.2	-7.2	1.4	0.3	-0.8
